Screening data (PubChem BioAssay)
RECQ1 helicase: blocks DNA unwinding by human RECQ1. P46063. RECQ1 DNA unwinding, red fluorescence kinetic read. Potency, µM (highest dose often 57.3 µM), for the others: at the top dose activity, negative = inhibition, usual class: inhibitors. 240,000 tested, 0.54% active. AID 2549;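 also: plate controls were vehicle for no effect and no enzyme for full effect; nearly all actives have a fitted effect of over 30% in size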
Target sequence (P46063 whole entry, looked up): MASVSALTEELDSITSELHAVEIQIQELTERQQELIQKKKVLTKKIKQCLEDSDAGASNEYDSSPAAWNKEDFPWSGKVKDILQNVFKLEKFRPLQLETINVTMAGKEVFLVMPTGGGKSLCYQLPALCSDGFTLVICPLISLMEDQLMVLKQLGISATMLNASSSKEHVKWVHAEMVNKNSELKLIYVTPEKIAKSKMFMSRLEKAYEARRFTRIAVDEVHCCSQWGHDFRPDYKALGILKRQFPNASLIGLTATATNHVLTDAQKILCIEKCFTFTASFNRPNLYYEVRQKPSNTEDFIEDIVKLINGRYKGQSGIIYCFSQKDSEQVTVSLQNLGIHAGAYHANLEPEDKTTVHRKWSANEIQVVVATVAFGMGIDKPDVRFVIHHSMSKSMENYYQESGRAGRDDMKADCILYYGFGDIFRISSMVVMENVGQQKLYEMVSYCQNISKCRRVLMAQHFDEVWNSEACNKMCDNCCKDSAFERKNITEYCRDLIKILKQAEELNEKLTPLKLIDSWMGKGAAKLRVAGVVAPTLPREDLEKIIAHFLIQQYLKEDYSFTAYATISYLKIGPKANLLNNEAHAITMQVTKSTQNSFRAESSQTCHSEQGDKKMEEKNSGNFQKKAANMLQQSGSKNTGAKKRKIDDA
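RECQ1T1 50 nM; forked duplex (20 bp + 30-nt ss tails) 200 nM, ATP 2 mM final; pH 8.0, 2 mM MgCl2, 2.5 ug/ml poly(dI-dC); 15 min compound preincubation; discontinuous kinetic read over 2 h at RT.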
RGS12 GoLoco inh: inhibitors of human Gai1-RGS12 GoLoco interaction (red fluorophore); P63096; Gai1:RGS12 GoLoco peptide FP, rhodamine, 10 min; Potency, µM (highest dose often 61.6 µM), without a hit: top-dose activity, negative = inhibition, actives largely listed as inhibitors; 230,000 tested, 0.44% active; active = well fitted inhibition curve with a large enough effect, not every such curve was filed as active; inactive = no such curve, though single readings can be large or run the other way; also: nearly all actives have a fitted effect of over 30% in size; many of its hits are not listed in these tables
Tau fibril FP: tau fibrillization inhibition (FP) | K18 P301L tau heparin fibrillization, Alexa594 FP, 6 h | P10636 | Potency, µM (titrated, usually from 57.7 µM), inactives show at the highest dose activity, negative = inhibition, actives largely listed as inhibitors | 280,000 tested, 0.39% active; also: nearly all actives have a fitted effect of over 55% in size
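Human K18 P301L fragment (15 uM unlabeled plus 0.24 uM Alexa 594-labeled) in 100 mM sodium acetate pH 7 with compound, aggregation induced by 20 uM heparin for 6 hr at 37 C. ThT (30 uM) added for 1 hr, then Alexa 594 FP read.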
TRb SRC2 PPI: disrupts binding of human TR beta to SRC2; TRbeta-SRC2 peptide binding, fluorescence polarization; receptor liganded with 1 µM T3; Potency, µM (highest dose often 106 µM), for the others: at the highest dose activity change, negative = inhibition, usual class: inhibitors; 280,000 tested, 0.065% active;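 also: plate controls were bound peptide for no effect and peptide without receptor for full effect; nearly all actives have a fitted effect of over 50% in size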
Target sequence (P10828 whole entry, looked up): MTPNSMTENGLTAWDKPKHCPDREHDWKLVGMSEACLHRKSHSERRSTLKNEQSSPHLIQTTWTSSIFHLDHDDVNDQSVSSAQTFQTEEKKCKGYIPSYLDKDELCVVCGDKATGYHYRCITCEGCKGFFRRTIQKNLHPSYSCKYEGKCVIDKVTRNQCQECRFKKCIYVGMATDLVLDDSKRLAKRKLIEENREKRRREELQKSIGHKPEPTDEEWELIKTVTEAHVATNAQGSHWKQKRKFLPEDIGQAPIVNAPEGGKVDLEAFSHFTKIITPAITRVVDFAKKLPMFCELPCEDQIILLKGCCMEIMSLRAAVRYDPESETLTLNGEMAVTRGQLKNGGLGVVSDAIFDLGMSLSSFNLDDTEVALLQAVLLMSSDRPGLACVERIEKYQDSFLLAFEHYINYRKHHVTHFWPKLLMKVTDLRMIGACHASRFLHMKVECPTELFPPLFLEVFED
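Binding of a 20-amino-acid Texas Red SRC2 peptide (20 nM) to TRb ligand-binding domain (0.6 uM) with agonist T3 at 1 uM was followed by fluorescence polarization after a 5 hr room-temperature incubation.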
KDM4E inh: JMJD2E (human) inhibition; B2RXH2; JMJD2E catalytic domain, FDH-coupled NADH fluorescence (FDH is formaldehyde dehydrogenase); AID 2147; Potency, µM (series often up to 57.1 µM), without a hit: at the highest dose activity change, negative = inhibition, most hits filed as inhibitors; 230,000 tested, 1.6% active; active = well fitted inhibition curve with a large enough effect, not every such curve was filed as active; inconclusive = small, poorly fitted or top-dose-only effect, or another doubt; inactive = no such curve, though single readings can be large or run the other way;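 also: 0% = wells with enzyme and -100% = buffer wells without enzyme; nearly all actives have a fitted effect of over 50% in size; many of its hits are not listed in these tables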
TR SRC2 fluor cs: counter-screen for TRb-SRC2 inhibitors: fluorescence interference; Potency, µM (highest dose often 106 µM), for inactives: top-dose fluorescence change, negative = quenching; TRb/SRC2 Texas Red total fluorescence interference; AID 1479; 280,000 tested, 0.29% active; active = well fitted curve in either direction with a large enough effect; inconclusive = small, poorly fitted or top-dose-only effect
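Human TRb ligand-binding domain at 0.6 uM with 20 nM Texas Red SRC2 peptide in Tris buffer containing 1 uM T3 and 5% DMSO, incubated with compound 5 h at ambient temperature. Total fluorescence (555/632 nm) calculated as parallel + 2 × perpendicular.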
Tau ThT inhib: inhibitors of human tau fibril formation, thioflavin T binding | P10636 | recombinant tau K18 P301L (four-repeat tau fragment), heparin-induced fibrillization, ThT fluorescence | Potency, µM (series often up to 57.4 µM), for inactives: at the top dose activity, negative = inhibition, actives largely listed as inhibitors | 270,000 tested, 2.1% active; also: nearly all actives have a fitted effect of over 55% in size
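Heparin-induced (20 uM) aggregation of recombinant human K18 P301L tau, 15 uM unlabeled with 0.24 uM labeled, pH 7 acetate buffer, 6 hr at 37 C with compound. Fibrils quantified by 30 uM ThT fluorescence after 1 hr ambient incubation.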
L3MBTL1 block: blocks human L3MBTL1. Q9Y468. AlphaScreen L3MBTL1–H3K9me1 peptide binding. Potency, µM (titrated, usually from 57.1 µM), for inactives: top-dose activity, negative = inhibition, hits mostly inhibitors. 230,000 tested, 0.66% active. AID 485360; also: nearly all actives have a fitted effect of over 60% in size
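L3MBTL1 50 nM + b-AHA-H3(1-15)K9me1 75 nM, 30 min RT; compound added, 30 min RT; streptavidin donor/Ni-chelate acceptor beads 10 ug/mL each final, 30 min RT dark; AlphaScreen read.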
* = called active by the depositor; i = inactive; u = inconclusive; x = no result given; & = joins results of further samples; [ ] = another dose, or the depositor's remark. Unless noted, calls follow the shape of the dose curve; as a rule, active = well fitted curve in the direction sought with a large enough effect; inconclusive = small, poorly fitted or top-dose-only effect, or another doubt; inactive = no such curve, though single readings can be large; an effect the other way counts as inactive or inconclusive. Unless noted, % is scaled to controls: 0 for no effect and ±100 for the full control effect; potency is read from the fitted curve at half-maximal effect.

SMILES	RECQ1 helicase	RGS12 GoLoco inh	Tau fibril FP	TRb SRC2 PPI	KDM4E inh	TR SRC2 fluor cs	Tau ThT inhib	L3MBTL1 block
COc1ccc(S(=O)(=O)NCCC(C)C)cc1OC	-8%	-13%	2%	-2%	5%	0%	3%	x
O=C(NCc1ccccc1)C1c2ccccc2Oc2ccccc21	-4%	2%	-3%	1%	-11%	0%	-7%	14%
Fc1ccccc1Nc1ncnc2c1nc1n2CCCCC1	x	x	3%	5%	x	-8%	-6%	x
CN1C[C@@H]2C[C@@H](c3cccn3-c3nccs3)N3CCC[C@@]23C1=O	i	-14%	3%	-6%	0%	5%	-7%	-1%
Cc1ccccc1NC(=O)Cc1nnc(SCC(=O)Nc2ccccc2)n1C	i	8%	0%	6%	1%	-4%	0%	0%
Cc1cc(C)c(NC(=O)C[N+](C)(C)CC(O)COc2cccc3ccccc23)c(C)c1 (stereo not given)	i	17%	0%	-2%	-30%	-6%	u	4%
COc1cccc(-n2c(=O)c3c(C)c(C)sc3n(CC(=O)NCCc3ccc(OC)c(OC)c3)c2=O)c1	x	x	-6%	9%	x	4%	-3%	x
Cc1cc(=S)cc(C)n1CCCn1ccnc1	1%	-4%	-10%	1%	3%	-2%	-15%	8%
COC(=O)C(/C=N/OCc1ccc([N+](=O)[O-])cc1)NC(=O)c1cccc(Cl)c1 (stereo not given)	-5%	7%	-9%	-8%	0%	-2%	-24%	x
CCOC(=O)c1cn(Cc2cccc(Cl)c2)c2cc(C)nn2c1=O	i	29%	-2%	-13%	u	-2%	-7%	0%
Cc1ccc(CNC(=O)[C@@H]2C[C@H]2[C@@H](NP(=O)(c2ccccc2)c2ccccc2)c2ccccc2)o1	-3%	-9%	-4%	6%	11%	1%	u	x
CCOc1ccc(C(=O)CCc2nc3ccccc3s2)cc1	-16%	7%	6%	-12%	1%	1%	-21%	-2%
CC(=O)Nc1cccc(NC(=O)CSc2ccc(C(F)(F)F)cc2[N+](=O)[O-])c1	-11%	-27%	4%	7%	-4%	2%	-7%	u
CCNC(=O)C(=O)N/N=C/c1cc([N+](=O)[O-])ccc1O	-1%	12%	8%	2%	25µM*	-5%	u	x
N#CC(C#N)=Cc1cn(-c2ncc(C(F)(F)F)cc2Cl)c2ccccc12	-1%	8%	-13%	-10%	98%[activator]	3%	u	9%
CC(C)Cc1nc2oc3c(Cl)ncnc3c2c2c1CCC2	-3%	7%	-3%	-16%	5%	-2%	-16%	2%
COc1ccc(C(=O)CCC(=O)Nc2cccc(Cl)c2)cc1	-6%	8%	-3%	1%	5%	-3%	-5%	x
COC(=O)CC(N)c1ccc(OC)c2ccccc12 (stereo not given)	-7%	5%	-8%	-3%	-19%	1%	-9%	x
COc1cc(C2NC(=O)N(C)C3=C2C(=O)N(c2ccccc2)C3)ccc1O (stereo not given)	x	x	4%	0%	x	4%	4%	x
CC1=C(C(=O)Nc2ccccc2C)C(c2ccccc2)NC(=O)N1 (stereo not given)	-4%	-6%	10%	-5%	1%	-6%	-6%	x
Cc1cc(Br)cc(C)c1OCC(=O)NNC(=O)CCC(=O)NCc1ccccc1	4%	9%	-6%	8%	-3%	4%	2%	x
Cc1cccc(C)c1NC(=O)COC(=O)c1ccc([N+](=O)[O-])o1	-8%	0%	7%	8%	-21%	-2%	-6%	x
O=S(=O)(c1ccc(F)cc1)N1CCN(C(=S)NCc2ccccc2)CC1	-4%	12%	-10%	3%	11%	0%	10%	7%
CCCCn1c(CNC(=O)c2ccc(OC)cc2)nnc1SCC(=O)Nc1ccccc1	x	x	-4%	-1%	x	-12%	2%	x
Cc1cc(N2CCCC2=O)ccc1S(=O)(=O)Nc1c(C)nn(C)c1C	-3%	3%	7%	-13%	-8%	-6%	-4%	-2%

The last 2 compounds of the part above lead into the next:
SMILES	RECQ1 helicase	RGS12 GoLoco inh	Tau fibril FP	TRb SRC2 PPI	KDM4E inh	TR SRC2 fluor cs	Tau ThT inhib	L3MBTL1 block
CCCCn1c(CNC(=O)c2ccc(OC)cc2)nnc1SCC(=O)Nc1ccccc1	x	x	-4%	-1%	x	-12%	2%	x
Cc1cc(N2CCCC2=O)ccc1S(=O)(=O)Nc1c(C)nn(C)c1C	-3%	3%	7%	-13%	-8%	-6%	-4%	-2%
CCOc1ccc(CCNC(=O)CN2C(=O)COc3ccc(S(=O)(=O)N4CCCCCC4)cc32)cc1	x	x	-2%	9%	x	1%	-14%	x
Cc1sc2nc(C3CC3)nc(SCC(=O)N3CCc4ccccc4C3)c2c1C	-7%	-3%	u	-7%	u	-8%	u	-6%
COc1ccc(/C(N)=N/OC(=O)COc2ccccc2Cl)cc1	1%	-3%	-10%	1%	5%	-1%	u	0%
COc1ccc(C2=NN(C(=S)Nc3ccccc3)C(c3ccccc3)C2)cc1 (stereo not given)	-9%	3%	-9%	-4%	-19%	0%	1%	-10%
O=C(CCSc1nnc(-c2ccc(O)cc2)o1)N1CCOCC1	-1%	-25%	7%	1%	-9%	-1%	0%	15%
COC(=O)c1ccc(C2c3c(oc4cc(C)c(C)cc4c3=O)C(=O)N2c2ccccn2)cc1 (stereo not given)	x	x	-13%	6%	x	5%	-3%	x
O=S(=O)(Nc1cccc(-c2ccc3nncn3n2)c1)c1cccs1	i	7%	-12%	7%	-7%	1%	-8%	x
O=C(Nc1cc(C(F)(F)F)ccc1Cl)c1cc(-c2ccc3c(c2)OCCO3)on1	x	x	-8%	-2%	x	-4%	-14%	x
Cc1onc(-c2ccccc2Cl)c1C(=O)Nc1nc2c(s1)CCCC2	-12%	18%	-2%	5%	-18%	-5%	-8%	-5%
CN(Cc1c(F)cccc1Cl)c1ccc(S(=O)(=O)N2CCOCC2)cn1	-2%	-8%	11%	1%	u	2%	-5%	-3%
C=CCNC(=S)Nc1cc(C)ccn1	i	-5%	-8%	5%	2%	-1%	-6%	x
COn1c(SCC(N)=O)nc2ccccc2c1=O	4%	-36%	1%	-5%	-6%	0%	-10%	-8%
Nc1ccc(-c2nc3ccc(-c4nc5ccc(N)cc5[nH]4)cc3[nH]2)cc1	25µM*	16%&32%	10%&7%	7%&1%&6%	u	45µM*[quencher]	13µM*	x
Cc1nn2c(=O)cc(COC(=O)c3ccc(S(=O)(=O)N4CCCCC4)cc3)nc2s1	i	7%	-2%	5%	1%	-2%	-9%	x
O=S(=O)(CCc1ccccc1)N1CCOCC1	i	6%	3%	0%	-5%	2%	-4%	2%
CC(=O)NC(NC(=S)Nc1ccc(S(N)(=O)=O)cc1)C(Cl)(Cl)Cl (stereo not given)	-12%	2%	-1%	8%	4%	-1%	-7%	8%
COc1ccc(CNC(=O)COC(=O)c2cc(-c3cccs3)nc3ccccc23)cc1OC	1%	-8%	-13%	-16%	u	-2%	-17%	-7%
Cc1ccc(N2CCN(CC(=O)Nc3c(C(=O)C4CC4)oc4ccccc34)CC2)cc1	-1%	-2%	-3%	-15%	5%	3%	5%	x
CCCN(c1ccc(C)cc1)c1nc(=O)c2cccnc2s1	i	5%	4%	0%	5%	-2%	-18%	-7%
COC(=O)c1csc(S(=O)(=O)N2CCCCC2)c1OC	-5%	10%	0%	2%	6%	0%	-6%	0%
COc1ccc(CCNC(=O)COC(=O)C2CC2)cc1	-5%	1%	3%	6%	5%	2%	-2%	9%
Cc1cc(-c2ccccc2)n2nc(-c3cccc(Br)c3)cc2n1	x	x	-6%	1%	x	-2%	-5%	x
O=C(CCn1c(=O)[nH]c2ccccc2c1=O)N1CCN(c2cccc(C(F)(F)F)c2)CC1	10%	9%	12%	-17%	0%	2%	-18%	-3%
COc1ccc(C2/C=C\CN(C(=O)C3CC3)[C@H](Cc3ccccc3)C(=O)N2Cc2ccc(F)cc2)cc1 (stereo not given in full)	i	1%	0%	1%	-6%	0%	-9%	x
CN(C)S(=O)(=O)c1ccc(NC(=O)CN2CCOCC2)cc1	3%	5%	-3%	6%	4%	0%	0%	x

Quoted from above for reference:
SMILES	RECQ1 helicase	RGS12 GoLoco inh	Tau fibril FP	TRb SRC2 PPI	KDM4E inh	TR SRC2 fluor cs	Tau ThT inhib	L3MBTL1 block
CCOc1ccc(CCNC(=O)CN2C(=O)COc3ccc(S(=O)(=O)N4CCCCCC4)cc32)cc1	x	x	-2%	9%	x	1%	-14%	x
Cc1sc2nc(C3CC3)nc(SCC(=O)N3CCc4ccccc4C3)c2c1C	-7%	-3%	u	-7%	u	-8%	u	-6%

Continuation.
SMILES	RECQ1 helicase	RGS12 GoLoco inh	Tau fibril FP	TRb SRC2 PPI	KDM4E inh	TR SRC2 fluor cs	Tau ThT inhib	L3MBTL1 block
Cc1ccc(S(=O)(=O)N2CCC(C(=O)Nc3nnc(C45CC6CC(CC(C6)C4)C5)s3)CC2)cc1	i	-1%	0%	4%	-3%	-1%	-6%	-7%
CC1(C)OC(=O)N(c2ccccn2)C1(C)O (stereo not given)	-9%	8%	7%	-2%	-3%	-3%	-3%	-2%
Cc1ccc(OCCCn2ccnc2)c([N+](=O)[O-])c1	-1%	-6%	0%	-3%	u	0%	-6%	1%
Cc1cccc(NC(=O)c2sc(NC(=O)c3ccco3)c(C#N)c2C)c1C	-10%	16%	7%	-6%	-27%	-6%	u	2%
Cc1[nH]c2ccccc2c1C(=O)CSC(=S)N(C)C	-1%	0%	1%	-7%	0%	-1%	-3%	5%
CC(=O)c1nc(N2C(=O)CC(Cc3cccc(C)c3)C2=O)sc1C (stereo not given)	0%	-2%	-5%	3%	15%	-6%	-15%	1%
Cc1ccc(-n2ncc3c(NNC(=O)c4ccco4)ncnc32)c(C)c1	i	-8%	-1%	7%	0%	1%	-12%	x
O=C1CSC(=Nc2ccc(O)cc2)N1c1ccc(O)cc1	i	3%	-4%	3%	6%	1%	-7%	1%
COc1ccccc1OCCNC(=O)C(c1ccccc1)c1ccccc1	0%	-6%	4%	-2%	0%	-1%	x	x
CCOC(=O)CC(=O)CSc1nc(N)c(C#N)c(-c2ccc(F)cc2)c1C#N	-7%	x	-3%	3%	-22%	0%	-11%	1%
COc1ccc(S(=O)(=O)N2CCC(C(=O)Nc3ccc(Oc4ccccc4)cc3)CC2)cc1OC	x	x	u	5%	x	-2%	-1%	x
O=C(NC1(C(F)(F)F)N=C(c2ccccc2)NC1=O)c1ccccc1 (stereo not given)	8%	-4%	-7%	-2%	2%	-4%	0%	7%

This is a subset; count on the stated rates, not on these rows.
